# Source: PubChem
# SKBR3 24h inh: SK-BR-3 proliferation inhibitors; SK-BR-3 viability, CellTiter-Glo ATP luminescence, 24 h; hits give low values; viability, % at 10 µM; 0.47% of 41,000 active;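 active = viability at or below the median of all test compounds minus 3 SD, in both replicates if run twice, cut at about 45% in these data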;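 note: 100% = median untreated cell wells and 0% = median positive control drug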
# Numbers without * were called inactive.
SMILES,SKBR3 24h inh
COc1ccc(C(C(=O)NC(C)(C)C)N(Cc2ccco2)C(=O)CCC(=O)Nc2cc(C)on2)cc1 (stereo unspecified),68.0
Cn1nc(C(=O)NC2CCCCC2)c2ccccc2c1=O,113.3
COc1cc(C2C(C(=O)c3ccc(C)o3)=C(O)C(=O)N2c2cc(C)on2)cc(Br)c1O (stereo unspecified),92.5
Cc1scc(C(=O)Nn2cnnc2)c1-c1ccccc1,87.6
O=C(CCn1c(=O)[nH]c2ccsc2c1=O)N1CCN(Cc2ccc3c(c2)OCO3)CC1,91.5
O=C(CCCSc1nc2ccccc2s1)NCc1ccco1,95.3
Cc1ccc(SCc2cc(=O)[nH]c(N3CCN(Cc4ccccc4)CC3)n2)cc1,70.8
CCOc1ccccc1-n1c(SCC(=O)N(CC)CC)nnc1-c1ccccn1,86.0
CCCCOC(=O)c1ccc(NC(=O)c2ccoc2C)cc1,117.9
CCc1cc(=O)oc2cc(C)cc(OCc3nn[nH]n3)c12,96.3
COC(=O)c1cc(OC)c(OC)cc1NC(=O)CSc1nnnn1Cc1ccccc1,96.1
Cc1ccc(S(=O)(=O)N2CCN(C3CCN(Cc4ccccc4)CC3)CC2)cc1,98.8
Cc1ccc(Cl)cc1N1CCN(C(=O)c2ccc(NS(=O)(=O)c3c(C)noc3C)cc2)CC1,81.5
CCc1ccc2[nH]c(=O)c(CN(CCCN3CCOCC3)C(=O)Nc3cccc(Cl)c3)cc2c1,73.9
Cc1ccc2cc(CN(C)C(=O)C3CCCO3)c(=O)[nH]c2c1 (stereo unspecified),81.3
O=C(Nc1ccc2nc(-c3ccccc3)oc2c1)c1ccco1,72.0
O=C(c1ccc(CNS(=O)(=O)c2ccccc2)cc1)N1CCN(c2ccccn2)CC1,79.4
CCOC(=O)N1CCN(C(=O)CCSc2ccccc2)CC1,79.9
Cc1nn(C(=O)N2CCCCC2)c(C)c1CN1C(=O)c2ccccc2C1=O,88.1
O=C(Cn1nc(-c2ccc(Cl)cc2)ccc1=O)N1CCN(c2ccccc2)CC1,56.9
O=C(O)c1ccc(NS(=O)(=O)c2cc(Cl)ccc2Cl)cc1,75.0
Cc1nn(C)c(C)c1S(=O)(=O)NC1CCCC1,103.7
COCCOC(=O)c1c(C)nc(SCC(=O)Nc2ccc(C)cc2)c(C#N)c1-c1ccco1,76.2
CCCn1nnc(NC(=O)C(C)Oc2ccc(Cl)cc2Cl)n1 (stereo unspecified),93.1
O=C(NCc1ccccc1)c1ccc(CN2CCOCC2)cc1,107.9
CCc1ccc(NC(=O)c2cc(C(C)C)on2)cc1,90.4
CCOc1ccccc1NC(=O)CN(C)S(=O)(=O)c1cccc2nsnc12,93.0
CCOc1cc(C2C(C(=O)N3CCCCC3)=C(C)NC3=C2C(=O)CCC3)cc(Br)c1O (stereo unspecified),89.3
Cc1cc(C(F)(F)F)nn1-c1nc(-c2ccco2)cc(C(F)(F)F)n1,89.4
Cc1cn(-c2ccc(Br)cc2)[nH]c1=O,78.8
COc1ccc(C2CC(c3ccc(C)cc3)Nc3nc(N)nn32)cc1 (stereo unspecified),102.2
N#CCCN(C(=O)c1ccco1)c1ccccc1,92.7
Cc1ccsc1C(C(=O)NC1CCCCC1)N(C(=O)Cc1cccs1)C1CC1 (stereo unspecified),85.1
CC(=O)C1C(c2ccccc2OC(F)F)NC(=O)NC1(O)C(F)(F)F (stereo unspecified),119.1
COC(=O)COc1ccc(-c2nn(C)c(=O)c3ccccc23)cc1,118.7
COC(=O)Cc1cc(=O)n(-c2nc3ccccc3[nH]2)[nH]1,81.4
COc1ccccc1N1CCN(CC(=O)c2c(C)n(C)c3ccccc23)CC1,75.8
Cc1ccc(-n2c(=O)c3c4c(sc3n3c(C)nnc23)COC(C(C)C)C4)cc1 (stereo unspecified),89.4
O=C(/C=N/O)NCCCn1ccnc1,104.0
COc1ccc(OC)c(NC(=O)CN(c2ccc(OC)c(Cl)c2)S(C)(=O)=O)c1,36.4*
COc1ccc(N(CC(=O)Nc2ccc3c(c2)OCCO3)S(=O)(=O)c2c(C)noc2C)cc1,64.5
CCCc1cc(=O)n2[nH]c(Cc3ccccc3)nc2n1,103.2
COc1cc(OC)cc(-c2nnc(SCC(=O)N3CCCC3)o2)c1,76.3
CC(Oc1ccc(Cl)cc1Cl)C(=O)NC1CCSC1=O (stereo unspecified),87.3
c1ccc(Cn2c(CNc3nc4ccccc4n3CCN3CCOCC3)nc3ccccc32)cc1,58.4
COc1ccc(-n2ncc3c(NCCCN4CCOCC4)ncnc32)cc1,97.3
CCCn1c(=N)c(C(=O)NCC2CCCO2)cc2c(=O)n3cccc(C)c3nc21 (stereo unspecified),59.0
O=C(NCC1CCCO1)c1ccc(N2CCCCC2)nc1 (stereo unspecified),92.6
Cc1cccc(-c2noc(CN(C)S(=O)(=O)c3cc(Cl)ccc3Cl)n2)c1,77.8
Cc1c(C(=O)Nc2c(C)n(C)n(-c3ccccc3)c2=O)oc2ccccc12,100.8

# (cont.)
SMILES,SKBR3 24h inh
Cc1nc(CN2CCN(C(=O)c3ccc(Br)cc3)CC2)cs1,107.2
OCCSc1nc(-c2cccnc2)nc2ccccc12,66.7
Cc1ccc2c(c1)-c1c(cnn1CC(=O)O)CO2,105.8
Cc1cc(N2CCN(Cc3ccc4c(c3)OCO4)CC2)n2ncnc2n1,88.1
CCOCCCNC(=O)c1c[nH]c2cc(C)ccc2c1=O,91.0
O=C1CC(C(=O)Nc2ccccc2)N=C(N2CCOCC2)N1 (stereo unspecified),89.8
CC(C)C[C@H](N)c1nnc(S(=O)(=O)Cc2ccc(F)cc2)o1,32.7*
Cn1c(NCc2ccco2)nc2ccccc21,88.3
Cc1cc(C)n(C(=O)c2cc3ccccc3c(=O)o2)n1,78.0
COC(=O)c1cccc(-n2nnnc2SCC(=O)Nc2nc3c(s2)CCCC3)c1,106.9
CCC1Oc2ccc(C)cc2N(CC(=O)N(Cc2ccc3c(c2)OCO3)CC2CCCO2)C1=O (stereo unspecified),77.9
COc1ccc(Nc2ncc3c(n2)CC(c2ccc(OC)cc2)CC3=O)cc1 (stereo unspecified),90.2
C#CCn1cc[n+](CC(=O)N(C)C)c1,90.4
COc1ccc(-c2nc(-c3cccs3)c(-c3cccs3)[nH]2)cc1O,93.8
CCOC(=O)c1cc(-c2ccc(/C=N\n3cnnc3)o2)ccc1Cl,85.9
CC(C)NC(=O)Cn1c(SCC(=O)N2CCc3ccccc3C2)nc2ccccc21,94.2
O=C(O)c1cccc(CN2C(=O)SC(Nc3ccccc3)C2=O)c1 (stereo unspecified),108.7
CCCOc1ccc(C(=O)Nn2c(C)nc3ccccc3c2=O)cc1,83.9
c1c2c(cc3sc(N4CCOCC4)nc13)OCO2,94.6
CCc1ccccc1NC(=O)CSc1nc2n[nH]c(C)c2c(=N)n1-c1ccc(OC)cc1,86.5
CSc1nc(SC)c2c3c(oc2n1)COC(C)(C)C3,89.9
Cn1c(Cn2nnc3ccccc32)nnc1SCC(=O)N1c2ccccc2Sc2ccccc21,44.8
CCOC(=O)c1nnn(-c2nonc2N)c1COc1cc(C)c(Cl)c(C)c1,74.9
CC(C)Cc1nnc(NC(=O)CCC(=O)N2CCOCC2)s1,92.5
Cc1cc(C(F)(F)F)nc(SCc2ccc(C(=O)O)o2)n1,90.3
CCSc1nnc([C@H](C)NC(=O)OC(C)(C)C)o1,93.8
CC(C)Cn1c(CNC(=O)c2ccccc2)nc2ccccc21,99.5
O=C(c1ccc2snnc2c1)N1CCCC1,87.1
COc1ccc(C)cc1S(=O)(=O)Nc1ccc(F)cc1,93.4
Cc1ccc(N=Cc2ccc[nH]2)c(O)c1,69.1

# Among those listed so far, 4 contain bromine:
SMILES,SKBR3 24h inh
COc1cc(C2C(C(=O)c3ccc(C)o3)=C(O)C(=O)N2c2cc(C)on2)cc(Br)c1O (stereo unspecified),92.5
CCOc1cc(C2C(C(=O)N3CCCCC3)=C(C)NC3=C2C(=O)CCC3)cc(Br)c1O (stereo unspecified),89.3
Cc1cn(-c2ccc(Br)cc2)[nH]c1=O,78.8
Cc1nc(CN2CCN(C(=O)c3ccc(Br)cc3)CC2)cs1,107.2

# 3 structures out of the list, sorted by formula weight, rising.
SMILES,SKBR3 24h inh
O=C(c1ccc2snnc2c1)N1CCCC1,87.1
CCSc1nnc([C@H](C)NC(=O)OC(C)(C)C)o1,93.8
CCOC(=O)c1nnn(-c2nonc2N)c1COc1cc(C)c(Cl)c(C)c1,74.9

# Following part.
SMILES,SKBR3 24h inh
COc1ccc(-c2noc(CN3CCC(Cc4ccccc4)CC3)n2)cc1,85.7
COc1ccc(N2CCCn3c2nc2c3c(=O)n(Cc3ccccc3F)c(=O)n2C)cc1,76.6
CC(C)C(c1nnnn1C1CCCCC1)N1CCc2ccccc2C1 (stereo unspecified),66.2
CCn1c(SCc2ccc(C#N)cc2)nnc1-c1cccc(Cl)c1,92.0
O=C(NCc1ccccc1)C1CCN(C(=O)NCc2ccccc2)CC1,107.3
CCCn1nnc(NC(=O)COc2ccccc2Cl)n1,100.7
COc1ccc2c(c1)n([O-])c1c([n+]2=O)CCC1,109.8
COc1ccccc1OCc1nc2c3c(-c4ccccc4)c(-c4ccccc4)oc3ncn2n1,96.8
CS(=O)(=O)N1CCN(C(=O)c2csc3ccccc23)CC1,76.3
CCCS(=O)(=O)N1CCN(C(=O)c2cccc(OC)c2)CC1,97.6
COc1ccc(CCn2c(N)c(C#N)c3nc4ccccc4nc32)cc1OC,85.2
COc1ccc(N(CC(=O)Nc2cc(C)ccc2OC)S(=O)(=O)c2c(C)noc2C)cc1,90.2
Cn1c(N)c(C(=O)NCc2ccccc2)sc1=S,101.7
Cc1ccc(S(=O)(=O)Cc2cccc(C(=O)N3CCOCC3)c2)cc1,99.4
Cc1cc2c(c(SCC(=O)N(C)c3ccccc3)n1)C(=O)OC2,94.1
O=c1c2ccccc2ncn1C1CCCCC1,88.8
CC(NC(=O)Nc1ccccc1C(F)(F)F)C1CCCO1 (stereo unspecified),94.1
CCOC(=O)C1=C(N2CCCCC2)c2cc3c(n2C1=O)CCCC3,65.3
CCOc1ccc2[nH]c(=O)c(CN(Cc3ccc(C)cc3)C(=O)N3CCCC3)cc2c1,58.2
CC1(C)Cc2c(sc(NC(=O)c3ccco3)c2C#N)C(C)(C)N1,87.2
CCOc1ccc(-n2c(-c3ccco3)n[nH]c2=S)cc1,83.6
O=C(NC1=NCCS1)c1cccc(S(=O)(=O)N2CCCCC2)c1,85.3
C=CCNC(=O)c1ccccc1NS(=O)(=O)c1ccccc1,75.8
COc1ccc(OC)c(S(=O)(=O)Nc2cccc(C(C)=O)c2)c1,103.3
CN(c1ccc(C(=O)N2CCCCC2)cc1)S(C)(=O)=O,100.0
CCN(CC)C(=O)CSc1nnc(-c2ccccc2)n1-c1ccccc1,96.1
O=S(=O)(c1ccc2c(c1)C(=NO)c1cc(S(=O)(=O)N3CCCCC3)ccc1-2)N1CCCCC1,3.5*
Cc1cc(NC(=O)CSc2nnc(-c3ccco3)n2CC2CCCO2)no1 (stereo unspecified),82.9
Cn1c(N2CCOCC2)nc(-c2ccccc2)c1-c1ccccc1,72.6
O=C(Cn1nc(Cl)nc1Cl)c1ccc2c(c1)OCCO2,90.3

# Rewritten as tab-separated lines: entries from further up.
molecule	SKBR3 24h inh
CN(c1ccc(C(=O)N2CCCCC2)cc1)S(C)(=O)=O	100.0
COc1ccc(OC)c(S(=O)(=O)Nc2cccc(C(C)=O)c2)c1	103.3
CCN(CC)C(=O)CSc1nnc(-c2ccccc2)n1-c1ccccc1	96.1

# Other results follow:
SMILES,SKBR3 24h inh
Cc1cc(OCC(O)CN2CCN(C)CC2)ccc1C(C)C (stereo unspecified),69.1
Cc1ccccc1CNS(=O)(=O)c1ccc2c(c1)OCCO2,112.7
COC(=O)c1ccccc1NC(=O)Cn1cnc2c(cnn2-c2ccccc2)c1=O,68.0
CCOC(=O)CNc1ccc2c(c1)OCO2,84.3
Cc1cccc2c1NC(C)CC2C (stereo unspecified),115.9
COC(=O)c1ccccc1NC(=O)Cn1c(-c2nonc2N)nc2ccccc21,79.2
COc1cccc(OC)c1C(=O)N1CCN(S(=O)(=O)c2ccc(C)cc2)CC1,103.0
c1ccc(CCc2nn3c(C4COc5ccccc5O4)nnc3s2)cc1 (stereo unspecified),96.8
CC(C)n1c(NCc2nc3ccccc3n2C)nc2ccccc21,70.4
NS(=O)(=O)c1ccc(CCNC(=O)CNC(=O)C2CCCCC2)cc1,90.4
Cc1cc(NC(=O)CCC(=O)N(c2cccc(F)c2)C(C(=O)NC2CCCC2)c2ccncc2)no1 (stereo unspecified),132.2
Cc1cccc(-c2nnc3sc(-c4ccccc4)nn23)c1,91.3
COc1cccc(-c2cc(C(=O)N3CCN(c4ncccn4)CC3)c3ccccc3n2)c1,78.5
CCCC(=O)Nc1ccc(Cl)c(NC(=O)c2ccc(Br)o2)c1,79.1
COc1cccc(N2C(=O)CC(N3CCC(c4nc5ccccc5[nH]4)CC3)C2=O)c1 (stereo unspecified),91.0
O=C(NCC(=O)N(c1cccnc1)C(C(=O)NC1CCCCC1)c1cccnc1)c1ccco1 (stereo unspecified),104.0
C=CCn1c(Cc2csc(N)n2)nnc1SCC(=O)OCC,94.9
CCOC(=O)CC(NS(=O)(=O)c1ccc(NC(C)=O)cc1)c1ccc(OCC)cc1 (stereo unspecified),99.7
CN(C)c1ccc(-c2nnn(CC(=O)Nc3ccccc3N3CCOCC3)n2)cc1,89.2
Cn1c(SCC(=O)N2CCOCC2)nc2sc3c(c2c1=O)CCCC3,88.2
CC(=O)Nc1nonc1NC(=O)CSC1=NCCS1,102.7
COc1cccc(N2CCN(C3OC(=O)c4ccccc43)CC2)c1 (stereo unspecified),80.7
Cc1ccc(S(=O)(=O)c2c(N)n(NC(=O)c3ccco3)c3nc4ccccc4nc23)cc1,89.8
CCOc1ccc(S(=O)(=O)Nc2nc3ccccc3nc2N2CCN(C)CC2)cc1,89.7
COCCn1c(-c2ccc(OC)c(OC)c2)nc2ccccc21,89.6
COc1ccc2c(c1OC)C(=O)OC2c1c(O)nc(SC)n(-c2ccccc2)c1=O (stereo unspecified),102.0
COC(=O)CC1Nc2ccccc2SC1=O (stereo unspecified),80.6
Nc1ncc(-c2ccccc2)n1CC1CCCO1 (stereo unspecified),82.4
CCOC(=O)C(NC(=O)Nc1ccccc1)(OCC)C(F)(F)F (stereo unspecified),93.3

# These rows are one share of the data, so the mix of outcomes need not match the whole.
